GSIS activator = GLuc luminescence reporter in INS-1E cells, primary screen for activators of glucose-dependent secretion of insulin. actives 0.61% (n = 370,000). INS-1E GLuc reporter insulin secretion, 2-3 h. AID 743287. activation, % at 16.6 µM;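 active = lowest replicate activation of at least 40%, so every replicate reaches that level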;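 also: 0% = median of neutral control wells and 100% = median of IBMX positive control wells; some compounds called inactive have numbers as strong as hits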
F508del corr = correctors of CFTR F508del function in bronchial epithelial cells; CFBE cells, YFP halide quenching; stimulated with forskolin plus potentiator P3; % fluorescence drop versus neutral controls; activity (quench increase), % at 7.58 µM; actives 0.36% (n = 350,000); AID 720511;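 active = mean added fluorescence quench of at least 8% versus neutral control, with both replicates also reaching 8%; inconclusive = only one of the mean or replicate conditions met; inactive = mean below 8% and not both replicates reaching 8%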;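 also: cells transiently co-express mutant CFTR-F508del with the halide-sensitive YFP; corrector assay measuring rescue of mutant channel to the surface after 24 h compound exposure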
PAX8 reporter = PAX8 transcriptional activity inhibition; actives 1.2% (n = 360,000); inhibition, % at 12.6 µM; RMG-I TPO-luciferase reporter, SteadyGlo, 24 h; AID 652154;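 active = mean replicate inhibition at least 60% with every replicate also reaching 60%; inconclusive = only one of the two criteria is met; inactive = mean below 60% and not all replicates reaching 60%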;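 also: luciferase light reporting Pax8 driven TPO promoter activity; plate controls were median of neutral control wells for no effect and mitoxantrone controls for full effect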
DENV2 CPE = protects cells from dengue virus 2 cytopathic effect; DENV2-infected cells, cytopathic effect rescue, plate reader; actives 1.7% (n = 350,000); AID 651640; CPE inhibition, % at 9.99 µM; in the data active = CPE inhibition above about 20%, passing the limit was not always enough; inconclusive = no clear call, values can overlap the other calls; tested in BHK-21 cells;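 also: 0% = median of neutral control wells and 100% = median of positive control wells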
FN deposition inh = fibronectin deposition inhibition | actives 0.086% (n = 350,000) | AID 743247 | inhibition, % at 12.6 µM | AH1F fibroblasts, Alexa488-fibronectin deposition fluorescence, overnight;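 active = mean inhibition across replicates of 30% or more, regardless of how many single replicates reach that level; inconclusive = mean under 30% yet at least half of replicates reach 30%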;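 also: positive control wells lacked labelled fibronectin entirely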
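Assay system: AH1F fibroblast monolayer, labelled fibronectin deposition. Amount: 10000 cells per well. Also added: labelled fibronectin 24 nM. Compound: single-point pinned compound. Incubation: cell attachment 1 h, compound and FN exposure overnight. Detection: fluorescence after three HBSS washes, excitation 485 nm, emission 525 nm. Read-out: inhibition of fibronectin deposition signal.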
miR-122 sensor = blocks miR-122 activity in Huh7 sensor cells; actives 0.3% (n = 340,000); Huh7 miR-122 Renilla luciferase sensor, 48 h; neutral wells = 0, positive control = 100; activation (reporter increase), % at 12.5 µM;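 active = mean replicate activation score at least 90 and every replicate individually at or above 90; inconclusive = only one of the two criteria met; inactive = neither criterion met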;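 also: higher luciferase means less miR-122 activity so hits act as miR-122 inhibitors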
EWS-Fli inh = blocks EWS/Fli oncoprotein-driven transcription; A673 NR0B1-luciferase reporter, viability-normalised; inhibition, % at 12.6 µM; actives 0.67% (n = 350,000); AID 651661;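 active = mean inhibition of at least 50% after viability correction, with every replicate also passing that limit; inconclusive = mean reaches 50% but only one of two replicates passes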;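 also: firefly luciferase signal divided by Alamar Blue viability fluorescence both relative to DMSO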
Starred values were filed as active, the others as inactive; u = inconclusive; x = not tested or not shown; [ ] = remark or other dose.

SMILES	GSIS activator	F508del corr	PAX8 reporter	DENV2 CPE	FN deposition inh	miR-122 sensor	EWS-Fli inh
C=CCc1ccccc1OCC(O)CN1CCN(CCN2C(=O)c3cccc4cccc(c34)C2=O)CC1 (stereo not drawn)	x	x	6	-9	-7	-46	10
Cc1ccccc1-c1cnc2c(c1)C(=O)N([C@@H](C)CO)C[C@H](C)[C@H](CN(C)C(=O)CN(C)C)O2	20	-2.0	x	-1	-5	3[16.7 µM]	-6
CCCNC(=O)C12CCC(C)(C(=O)C1Br)C2(C)C (stereo not drawn)	17	x	13	x	-3	-2	x
O=C(CCC1CCCCC1)Nc1nncs1	-8	-3.8	-7	5	1	-2	-23
COCC(=O)N(C)C[C@@H]1Oc2cc(-c3cccc(F)c3)ccc2S(=O)(=O)N([C@@H](C)CO)C[C@H]1C	-1	-0.6	x	8	5	1[16.7 µM]	2
C/C=C/c1ccccc1[C@H]1[C@@H](CO)N(C(=O)Nc2cccc(F)c2)[C@H]1C#N	-11	-0.1	x	-3	0	x	-3
COC(=O)c1c(-c2ccc(C)cc2)csc1NC(=O)c1c(-c2ccccc2)noc1C	x	8.5*	15	10	-2	x	-14
CN(C[C@H]1N[C@@H](CO)[C@@H]1c1ccc(C2=CCCC2)cc1)C(=O)c1ccncc1	6	-7.1	81*	x	21	0[16.7 µM]	42
CCNc1nc(NCC)n2c(SCC(=O)Nc3ccccc3C(F)(F)F)nnc2n1	6	-0.8	15	3	12	x	8
COCCNC(=O)C(OC(=O)C1=Cc2ccccc2OC1)C(C)C (stereo not drawn)	-12	0.0	14	5	-2	x	2
Cc1ccc(CCNC(=O)CN2C(=O)COc3ccc(S(=O)(=O)N4CCOCC4)cc32)cc1	20	0.6	0	10	-14	1	x
CCC(=O)N1CC2(C1)[C@@H](c1ccc(-c3ccccc3)cc1)[C@@H](CO)N2C(C)=O	12	2.1	3	-8	x	x	-2
C[C@@H]1CN([C@@H](C)CO)C(=O)c2c(c3ccccc3n2C)-c2ccccc2CO[C@H]1CN(C)Cc1ccc(Oc2ccccc2)cc1	8	1.9	x	-26	5	x	-10
CCCCCCCCN1C(=O)[C@@H](CC(=O)NCc2cccs2)C[C@@]2(C(=O)OC)C1=C[C@H](C(C)(C)C)O[C@@H]2C	18	4.1	10	-6	13	x	14
CO[C@@H]1CN(C)C(=O)c2cc(NC(=O)NC3CCCC3)ccc2OC[C@H](C)NC[C@H]1C	6	-1.8	x	-2	-7	x	14
CCOC(=O)[C@H]1[C@H]2COc3ccc(Cl)cc3[C@@H]2N2C(=O)CN(C)C(=O)[C@@]12C	-8	1.3	-4	7	6	1	-12
COCC(=O)N1CCCCN2[C@H](CO)[C@@H](c3ccc(-c4ccc(F)cc4)cc3)[C@H]2C1	-2	0.3	-4	-6	x	-4[16.7 µM]	x
CCOc1ccc2nc(Cl)c(CN(C(C)=O)C3CCCCC3)cc2c1	-15	0.7	19	16	8	x	15
COc1cc(/C=C/C(=O)NCC(=O)N2CCC(N(C)CCN3CCOCC3)CC2)ccc1OC(C)C	32	2.7	-3	-4	12	x	5
CCOc1cc(C(=O)N2CCC(CC3CC(c4ccccc4)=NO3)(C(=O)NCc3ccc(OC)cc3)CC2)cc(OCC)c1OCC (stereo not drawn)	-33	-3.0	30	u	-5	-14	8
COCC(=O)N1CCC2(CC1)CN(Cc1ccccc1Cl)[C@H](CO)c1[nH]c3cc(OC)ccc3c12	-4	1.9	-3	4	2	x	14
Cc1cc(=O)[nH]c(Nc2cccc(F)c2)n1	0	-0.4	5	-3	-6	-5	21
COc1ccccc1CNC(=O)CN1C(=O)NC2(CCCCCCC2)C1=O	11	2.1	9	-10	1	5	5
O=C(NNc1c(F)c(F)cc(F)c1F)c1ccc(Cl)nc1	0	2.4	-8	1	0	1	2
CC(=O)Nc1cccc(Oc2ncnc3scc(-c4ccccc4)c23)c1	10	x	18	x	9	2	x
C[C@@H]1CN([C@H](C)CO)C(=O)c2cc(NS(=O)(=O)c3ccc(F)cc3)ccc2O[C@@H]1CN(C)S(=O)(=O)c1ccc(Cl)cc1	-9	2.0	x	0	x	62[16.7 µM]	6
CC1CCCN(CCC(=O)Nc2ccccc2)C1 (stereo not drawn)	-3	0.3	11	-2	-3	x	2
C[C@H]1CN([C@@H](C)CO)S(=O)(=O)c2ccc(C#CCN(C)C)cc2O[C@H]1CN(C)Cc1ccccc1	30	4.0	-8	-2	x	4[16.7 µM]	7
COC(=O)c1ccc2nc(-c3ccc4c(c3)OCO4)cn2c1	3	-3.0	21	3	4	6	2
Cc1cccc(NC(=O)CSCC(=O)Nc2cc(S(=O)(=O)N3CCOCC3)ccc2N2CCCC2)c1	19	-2.6	-10	10	x	x	x
O=C(Nc1ccccc1)C1COc2ccccc2O1 (stereo not drawn)	-9	0.2	7	-4	4	5	-27
Cc1cccc(NC(=O)CSc2nc3c(c(=O)[nH]2)CCC3)c1C	6	x	7	x	-4	1	x
C[C@@H]1CN([C@@H](C)CO)S(=O)(=O)c2ccc(-c3cccnc3)cc2O[C@@H]1CN(C)C(=O)C1CCCCC1	-6	2.3	x	-2	x	9[16.7 µM]	-2
N#CCCN(C(=O)COC(=O)CNC(=O)c1cccs1)c1ccc(F)cc1	16	-2.1	x	-7	5	-2	3
C=CCN=C1S/C(=C\N(C)C)C(=O)N1S(=O)(=O)c1ccc(C)cc1	15	0.8	-1	0	-1	2	-16
C[C@H](CO)N1C[C@H](C)[C@H](CN(C)C(=O)NC2CCCCC2)Oc2ncc(-c3cccc(C(F)(F)F)c3)cc2C1=O	-24	-3.7	33	-3	2	-33[16.7 µM]	13
C[C@H]1CN([C@@H](C)CO)C(=O)c2cccc(NS(=O)(=O)c3ccccc3)c2O[C@H]1CN(C)CC1CC1	-11	-0.6	-18	6	x	3[16.7 µM]	-6
O=C(CSc1ncc(-c2ccccc2)n1CC1CCCO1)N1CCCCC1 (stereo not drawn)	x	x	3	x	-11	-7	x
CCOc1ccccc1N1CCN(C(=O)CC(C)(C)C)CC1	-13	-3.5	-11	-2	6	-2	10
COc1cccc(S(=O)(=O)N2C[C@@H](O)COC[C@@H]3O[C@H](CC(=O)N4CCOCC4)CC[C@H]32)c1	13	-1.0	18	15	1	1[16.7 µM]	-3
COc1ccc2cc(C(=O)N/N=C/c3sc4ccccc4c3O)ccc2c1	2	1.8	2	13	-10	x	1
COCC#Cc1ccc2c(c1)O[C@@H](CN(C)CC1CC1)[C@@H](C)CN([C@H](C)CO)S2(=O)=O	4	0.0	x	11	x	x	11
C[C@H](CO)N1C[C@H](C)[C@@H](CN(C)Cc2ccc(Oc3ccccc3)cc2)Oc2c(NC(=O)Nc3ccc4c(c3)OCO4)cccc2C1=O	-12	0.2	x	16	x	-4[16.7 µM]	-16
COc1ccc(OCc2nc3ccccc3n2C(C)C)cc1	3	2.1	-10	2	16	x	3
O=C(O)c1cnc(-c2ccccc2)nc1Oc1ccc(Cl)cc1	9	-0.3	12	-6	-2	x	7
O=C(Cc1ccc(-c2ccccc2)cc1)NC1CCCC1	5	-0.3	8	5	-13	2	12
CC(C)NS(=O)(=O)c1ccc(CCC(=O)NCc2ccncc2)cc1	7	1.5	7	-7	-5	4	1
CC(C)CCNC(=O)C12CN(Cc3ccccc3)CC1C(c1ccc([N+](=O)[O-])cc1)=NO2 (stereo not drawn)	-13	0.3	15	4	11	2	4
O=C(CN1CCOCC1)N[C@H]1CC[C@H](CCNC(=O)C2CCC2)O[C@H]1CO	3	1.3	1	-3	-12	3[16.7 µM]	-22
C=CCn1c(-c2cnn(-c3ccccc3)c2N)n[nH]c1=S	9	1.2	-44	-4	4	-11	-4
O=C(NCc1ccccc1Cl)C1CCC(CNc2c(N3CCOCC3)c(=O)c2=O)CC1 (stereo not drawn)	-2	0.6	22	2	-4	-3	9
O=C1c2ccccc2C(=O)N1CCC#Cc1ccc2cc(CCO)oc(=O)c2c1	26	2.5	3	0	5	-2	-10
N#C[C@H]1[C@H](c2ccccc2)[C@@H](CO)N1C(=O)c1cccnc1	1	1.3	-10	0	6	x	-13
CN1CCN(CCCN2c3ccccc3Sc3ccc(Cl)cc32)CC1	x	5.7	5	3	-6	4	-2
COc1ccc(C#Cc2ccc3c(c2)O[C@@H](CN(C)S(=O)(=O)c2ccccc2F)[C@@H](C)CN([C@H](C)CO)S3(=O)=O)cc1	7	0.6	-7	0	x	-4[16.7 µM]	5
Cc1c(NC(=O)CSc2ncccn2)c(=O)n(-c2ccccc2)n1C	3	-2.6	-13	3	7	x	-3
S=C(NCCc1c[nH]c2ccccc12)NC1CC1	1	-1.0	22	2	x	7	11
O=C(CCc1ccccc1)OCC(=O)c1ccc(Br)cc1	10	1.4	-9	-1	-24	-4	9
CN(CCc1ccccn1)C(=O)CCC1CCCN(C(=O)c2ccc3c(c2)OCCO3)C1 (stereo not drawn)	-10	-1.2	-13	x	-3	x	-7
CCCc1cc(=O)oc2cc(OCC(=O)Nc3ccc(CN4CCOCC4)cc3)c(Cl)cc12	-1	-0.6	-1	3	-11	1	x

4 compounds from above with just FN deposition inh and GSIS activator.
| molecule | FN deposition inh | GSIS activator |
| --- | --- | --- |
| C[C@@H]1CN([C@H](C)CO)C(=O)c2cc(NS(=O)(=O)c3ccc(F)cc3)ccc2O[C@@H]1CN(C)S(=O)(=O)c1ccc(Cl)cc1 | x | -9 |
| CC1CCCN(CCC(=O)Nc2ccccc2)C1 (stereo not drawn) | -3 | -3 |
| C[C@H]1CN([C@@H](C)CO)S(=O)(=O)c2ccc(C#CCN(C)C)cc2O[C@H]1CN(C)Cc1ccccc1 | x | 30 |
| COC(=O)c1ccc2nc(-c3ccc4c(c3)OCO4)cn2c1 | 4 | 3 |

(continued)
SMILES	GSIS activator	F508del corr	PAX8 reporter	DENV2 CPE	FN deposition inh	miR-122 sensor	EWS-Fli inh
COc1ccc(C(=O)c2coc3ccc(O)c(CN4CCCC4)c23)cc1	x	3.0	8	-1	-6	x	6
COc1ccc(NC2CCCN(C(=O)c3csc(C(C)C)n3)C2)cc1 (stereo not drawn)	27	2.3	7	1	17	-2	x
CCOC(=O)c1sc(NC(=O)CSc2nnnn2-c2ccccc2)nc1C	-12	1.0	x	1	x	-2	7
C=CC[C@@]12C=C(OC)C(=O)C(OC)=C1O[C@H](c1ccc3c(c1)OCO3)[C@H]2C	x	-1.4	x	-14	x	5	1
Cc1nc(C)c(C(=O)OCC(=O)N(C)c2ccccc2)s1	5	3.0	-8	-7	5	-2	-4
CCn1c(C)cc(=O)cc1-c1ccc(Cl)cc1	9	-1.3	-1	-2	3	4	-4
Cc1ccccc1Nc1ncnc2[nH]ncc12	x	1.6	12	14	1	7	15
CC(CNC(=O)c1ccc(OC2CCN(Cc3ccccn3)CC2)cc1)c1ccccc1 (stereo not drawn)	-6	-1.0	-28	6	-2	7	-7
CN1[C@@H]2c3ccc(-c4cccnc4)c(=O)n3C[C@@H]2[C@@H](CO)[C@@H]1C(=O)NC1Cc2ccccc2C1	0	0.0	-30	4	x	12[16.7 µM]	3
CCOC(=O)Cc1c(C)nc2c(C#N)c(C)nn2c1C	x	x	1	x	3	1	x
CCOC(=O)c1cc(-c2ccc(OC)cc2)nn1-c1ccc(C(=O)O)cc1	14	-1.2	-6	-6	5	0	-11
CCC(=O)N1CC2(C1)[C@H](c1ccc(-c3ccccc3)cc1)[C@H](CO)N2S(C)(=O)=O	1	0.7	x	-1	x	x	2
CC(C)(C)OC(=O)N1CCC(NC(=O)c2nc[nH]c2C(=O)N2CCN(C(=O)OC(C)(C)C)CC2)CC1	-13	-1.0	-8	-1	1	x	-3
CCOc1ccccc1C=NN1CCCCCC1	x	0.0	13	-2	-3	0	2
